Screening results from PubChem BioAssay.
Bim-Bcl-XL: disrupts Bim peptide binding to human Bcl-XL. Q07817. bead flow cytometry, fluorescence. inhibition, % at 10 µM. actives 0.04% (n = 190,000). AID 1007
RGS4-Gao reg: modulates binding of RGS4 to human Galphao; P09471; Multiplexed bead flow cytometry; actives lie on both sides; binding response (% of control), % at 10 µM; actives 0.33% (n = 220,000); in the data active = binding response below about 49% or above about 150%; inactive = in between;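 also: fluorescent Galphao activated with aluminum fluoride binding bead-coupled RGS4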
Target sequence (P09471 whole entry, looked up): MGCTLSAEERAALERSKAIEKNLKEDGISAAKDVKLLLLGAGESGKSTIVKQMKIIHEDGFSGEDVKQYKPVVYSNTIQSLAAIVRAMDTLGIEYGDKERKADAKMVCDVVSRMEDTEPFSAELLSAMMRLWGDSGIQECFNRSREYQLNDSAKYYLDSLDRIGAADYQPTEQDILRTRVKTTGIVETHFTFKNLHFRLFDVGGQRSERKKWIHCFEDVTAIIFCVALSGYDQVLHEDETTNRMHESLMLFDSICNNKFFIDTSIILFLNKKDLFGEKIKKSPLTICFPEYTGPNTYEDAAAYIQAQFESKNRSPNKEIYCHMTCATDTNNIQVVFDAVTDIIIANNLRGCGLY
RGS8-Gao: regulators of human RGS8-Galphao interaction. P09471. multiplexed bead flow cytometry, RGS8-Galphao binding; actives lie on both sides. response (percent of control binding), % at 10 µM. actives 0.34% (n = 220,000). AID 1423; in the data active = response below about 60% or above about 140%; inactive = in between;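 also: Galphao activated as the GDP aluminium fluoride complex binding bead-coupled RGS8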
Bim-Bcl-W: human Bim-Bcl-W interaction inhibition. Q92843. bead-based flow cytometry, Bim peptide-Bcl-W binding. inhibition, % at 10 µM. actives 0.02% (n = 190,000). AID 952;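 also: 0% = bound tracer without compound and 100% = peptide blocker; higher means less fluorescent Bim peptide bound to Bcl-W beads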
Target sequence (Q92843 whole entry, looked up): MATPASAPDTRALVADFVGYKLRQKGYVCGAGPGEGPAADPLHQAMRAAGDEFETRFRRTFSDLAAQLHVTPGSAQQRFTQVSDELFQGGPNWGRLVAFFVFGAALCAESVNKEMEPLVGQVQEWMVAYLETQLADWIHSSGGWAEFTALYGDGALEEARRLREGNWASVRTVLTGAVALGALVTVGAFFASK
Bim-Bfl-1: disrupts Bim binding to human Bfl-1. Q16548. Bead-based flow cytometry, Bim-Bfl-1 binding inhibition. inhibition, % at 10 µM. actives 0.12% (n = 190,000). AID 1008;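 also: 0% = wells without compound plus tracer and 100% = blocker peptide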
Bcl-2 Bim block: human Bim-Bcl-2 interaction inhibition. actives 0.06% (n = 190,000). Bead-based flow cytometry, Bim peptide-Bcl-2 binding. P10415. inhibition, % at 10 µM; in the data active = inhibition above about 40%; inconclusive = no clear call, values can overlap the other calls;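 also: 0% = no compound wells with probe peptide and 100% = reference peptide inhibitor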
Target sequence (P10415 whole entry, looked up): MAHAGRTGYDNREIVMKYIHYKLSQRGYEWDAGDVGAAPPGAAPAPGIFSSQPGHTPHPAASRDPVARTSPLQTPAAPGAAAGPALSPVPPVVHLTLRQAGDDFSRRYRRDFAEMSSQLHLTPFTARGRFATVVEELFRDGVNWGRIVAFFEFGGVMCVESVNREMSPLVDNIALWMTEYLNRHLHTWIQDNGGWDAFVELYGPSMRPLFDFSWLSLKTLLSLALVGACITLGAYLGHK
Bim-Bcl-B: disrupts Bim peptide binding to human Bcl-B; bead-based flow cytometry; inhibition, % at 10 µM; actives 0.073% (n = 190,000); AID 951;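 also: 0% = tracer peptide without compound and 100% = reference inhibitor peptide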
Target sequence (Q9HD36 whole entry, looked up): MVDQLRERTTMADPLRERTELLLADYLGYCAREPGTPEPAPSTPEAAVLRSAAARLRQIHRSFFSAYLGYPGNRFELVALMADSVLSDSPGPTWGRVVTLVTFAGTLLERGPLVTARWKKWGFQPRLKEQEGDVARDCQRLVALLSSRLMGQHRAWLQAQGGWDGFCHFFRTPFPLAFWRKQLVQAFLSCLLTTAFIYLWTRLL
ABCB1 inh: blocks JC-1 efflux by human ABCB1 transporter; CCRF-Adr cells, flow cytometry; P08183; inhibition, % at 6.6 µM; AID 1326; actives 0.067% (n = 190,000); in the data active = inhibition above about 40%;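 also: 0% = vehicle and 100% = reference inhibitor; higher value means more JC-1 retained so stronger ABCB1 efflux block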
GSH bead fluor: compound fluoresces at 488/530 nm on GSH beads. GSH beads flow cytometry, compound fluorescence 488/530 nm; stronger effect = higher value. fluorescence (KMESF) at 10 µM. actives 0.25% (n = 190,000). AID 1776; in the data active = fluorescence above about 89;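 also: glutathione beads carrying GST-tagged Bcl family fusion proteins plus one bare bead set; values are compound well signal with DMSO vehicle wells as background; inactives centre near 16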
ABCG2 inh: blocks JC-1 efflux by human ABCG2 transporter. inhibition, % at 6.6 µM. Q9UNQ0. actives 0.1% (n = 190,000). IgMXP3 cells, flow cytometry;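 active = inhibition above 80%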;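 also: 0% = DMSO and 100% = nicardipine control wells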
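material = IgMXP3 (ABCG2) plus far-red-tagged CCRF-Adr (ABCB1) cells | amount = 3 million cells/mL, equal mix of both lines | also added = JC-1 transporter substrate | dosing = one concentration, 6.6 µM final | schedule = 10 min at 25 °C | measured by = flow cytometric JC-1 green MFI at 530 nm | read-out basis = percent efflux inhibition, scaled nicardipine 100% to DMSO 0%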
RGS7-Gao reg: regulators of human RGS7-Galphao interaction; P09471; Multiplexed bead flow cytometry, RGS7-Galphao binding; actives lie on both sides; binding response (% of control), % at 10 µM; actives 0.35% (n = 220,000); AID 1439; in the data active = binding response below about 49% or above about 150%; inconclusive = no clear call, values can overlap the other calls; inactive = in between;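 also: fluorescent Galphao held in activated GDP-AlF4 state binding bead-coupled RGS7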
An asterisk follows results filed as active; u = inconclusive; x = no result given. Rule as the data show it, unless noted: active = inhibition above about 40%.

Bim-Bcl-XL,RGS4-Gao reg,RGS8-Gao,Bim-Bcl-W,Bim-Bfl-1,Bcl-2 Bim block,Bim-Bcl-B,ABCB1 inh,GSH bead fluor,ABCG2 inh,RGS7-Gao reg,molecule
-3,101,100,-3,0,-1,-6,0.5,13,4,98,CCOc1cc(N2CCOCC2)c(OCC)cc1NC(=O)c1cc(C)nc2ccccc12
-8,101,97,-2,-6,-6,-10,-0.4,19,-1,u,O=C(Nc1ccc(S(=O)(=O)Nc2ncccn2)cc1)c1ccc(S(=O)(=O)N2CCCC2)cc1
0,106,98,-1,-4,1,-1,4.4,11,4,107,CCOC(=O)C1(Cc2ccccc2C)CCCN(Cc2cn(C)nc2C)C1 (stereo not drawn)
-2,98,100,0,-1,3,-2,0.8,12,9,97,COC(=O)c1ccc(C(=O)OC)c(NC(=O)CN2CCCCC2)c1
-5,105,103,-4,-13,-7,-5,0.7,4,3,104,O=C(C1CCN(CCCc2ccccc2)CC1)N1CCCCC1
-2,101,98,-1,-7,-3,-2,0.1,18,2,99,COc1ccc(Sc2ncnc3onc(C)c23)cc1
6,97,99,9,-9,-6,4,0.2,7,0,96,N#Cc1c(=O)c2nc(NCc3ccccc3)ncc2n2ccccc12
-6,102,104,-6,-2,-2,-6,0.4,13,1,105,Cc1cc(/C(O)=C2\C(=O)C(=O)N(CCN(C)C)C2c2ccncc2)ccc1OCc1ccccc1 (stereo not drawn)
-4,102,108,-4,-7,-22,-33,2.1,44,19,103,O=C1CN(C(=O)COC(=O)c2oc3ccccc3c2COc2ccccc2)c2ccccc2N1
-6,97,100,-3,-1,-5,-8,-9.2,13,0,98,CC1(C)C(=O)Nc2ccccc2N1C(=O)CSc1nc(-c2ccccc2)cs1
-2,100,102,-1,-3,-3,-4,0.2,9,12,103,Cc1cc(C(=O)NNC(=O)CCN2CCN(c3ccccc3)CC2)c2ccccc2n1
-8,98,99,-4,-5,-5,-8,-1.6,9,0,98,CCOc1ccc2nc(SCc3ccc(OC)cc3)sc2c1
-6,95,97,-6,0,-6,-6,0.4,13,2,97,O=C(c1cccs1)N1CCCC1
-2,98,99,-2,-6,-5,-2,2.0,17,0,104,Cc1nc2ccccc2c2oc(C(=O)N3CCc4ccccc43)cc12
0,98,96,1,-6,-1,5,0.5,12,26,100,O=C1/C(=C/c2cccnc2)SC(=NCc2ccccc2)N1Cc1ccccc1
0,116,101,0,1,-1,0,0.5,11,3,113,O=c1[nH]c2c(s1)C(c1ccco1)C1C3CCC(C3)C1S2 (stereo not drawn)
-1,93,94,0,-3,-1,-3,-0.1,12,13,u,COc1ccc(C(=O)NCC(=O)OCC(=O)Nc2sccc2C#N)cc1OC
-8,102,100,-4,0,-5,-3,8.2,21,24,102,Cc1nn(CCCC(=O)Nc2cc(Oc3ccc(F)cc3)cc([N+](=O)[O-])c2)c(C)c1[N+](=O)[O-]
-6,103,104,-1,-2,-2,-6,0.2,7,1,101,O=C(NCCN1C(=O)S/C(=C\c2ccc(F)cc2)C1=O)C1CCN(S(=O)(=O)c2cccs2)CC1
-7,103,99,-2,-12,-6,-9,0.5,36,4,99,O=C(NCC1CCCO1)C1CC(c2ccc(Cl)c(Cl)c2)=NO1 (stereo not drawn)
-2,102,105,-3,-11,-4,-8,0.1,11,3,100,Cc1nn(C)c(C)c1CS(=O)(=O)c1ccccc1
-17,86,95,-3,-10,-4,-5,0.0,26,-1,98,O=C(CCN1CCOCC1)Nc1ccc2c(c1)N(C(=O)CN1CCOCC1)c1ccccc1CC2
0,96,101,0,-4,-2,-5,0.5,15,0,95,CC(C)NC(=O)c1ccc(S(=O)(=O)N(C)C)cc1
-4,103,101,-1,-5,-7,-7,-4.0,30,-4,99,CSc1nc(N2CCOCC2)c2c3c(sc2n1)CCCC3
-3,94,97,0,-10,-6,-4,-0.6,27,0,95,Cc1nc2c(c(N3CCOCC3)n1)OCC(=O)N2
-1,94,93,0,-2,0,2,1.1,11,4,93,N#Cc1ccc(CSc2nnc(-c3ccccn3)n2-c2ccccc2)cc1
-7,103,101,-4,-15,-7,-17,-1.0,11,-5,99,Cc1ccc(S(=O)(=O)N(C)C)cc1NC(=S)NNC(=O)C1CC1
-8,102,103,-3,-3,-2,-5,1.2,14,2,103,COc1ccc(CN2C3CCCC2CC(NC(=O)Nc2ccccc2C)C3)cc1 (stereo not drawn)
-6,102,106,-4,0,0,-4,0.4,9,2,102,Cc1cccc(C(=O)NNC(=O)c2ccco2)c1
-4,102,100,-2,-2,-1,-4,0.9,8,4,101,Cn1cc([N+](=O)[O-])c(C(=O)Nc2ccn(C34CC5CC(CC(C5)C3)C4)n2)n1
-8,94,75,0,26,-4,-52,-1.3,10,-8,125,COC(=O)c1c(-c2ccc(C(C)(C)C)cc2)csc1NC(=O)C1C2CCC(O2)C1C(=O)O (stereo not drawn)
-6,95,99,3,-9,0,-3,0.4,6,1,99,O=C1C2C3C=CC(C3=C3CCCCC3)C2C(=O)N1c1ccccc1 (stereo not drawn)
-9,107,104,-6,-2,-1,-8,-0.1,9,-1,104,COCCCNC(=S)Nc1ccccc1C
-2,100,98,3,-9,-6,-3,-0.2,13,46,98,Nc1nc(-c2ccco2)nn1C(=O)CCc1ccccc1
-6,99,101,-2,-19,-11,-10,0.8,23,26,100,Cc1ccnc(NC(=O)c2ccc(COc3ccc(Cl)cc3)o2)c1
0,104,103,6,-7,0,-6,0.3,6,2,102,O=C(N/N=C1\CCCc2ccccc21)C(O)c1ccccc1 (stereo not drawn)
-1,99,99,-1,-3,0,0,0.2,12,0,96,CC1CCCC(C)N1C(=O)COc1ccc(C(=O)N/N=C/c2ccc(C(=O)O)cc2)cc1 (stereo not drawn)
0,102,104,-1,1,-1,-2,0.3,13,3,99,COCc1cc(C)nc2sc(C(=O)OC(C)C)c(N)c12
-5,102,99,-6,0,-2,-3,0.5,20,3,99,CCC(C)C(=O)Nc1cc(OC)c(OC)cc1C(=O)O (stereo not drawn)
-3,96,99,-1,-3,-1,0,0.0,13,0,97,Cc1cc(NS(=O)(=O)c2ccc(NC(=O)C(C)Oc3ccc(Cl)cc3)cc2)no1 (stereo not drawn)
1,103,102,2,-3,-4,-1,-0.2,9,0,102,CC1=CC(C)(C)[N+](C)(C)c2ccccc21
-1,99,101,1,-9,-7,-5,0.1,11,0,103,Cc1c(Cl)cccc1NC(=O)COc1ccc(S(=O)(=O)N2CCOCC2)cc1
0,98,101,9,-3,3,-1,0.3,9,1,99,CCC(C)(C(=O)NC1CCCC1)N(C(=O)c1cnccn1)c1c(C)n(C)n(-c2ccccc2)c1=O (stereo not drawn)
0,99,98,1,0,0,-6,0.7,20,0,u,CCOc1ccccc1Nc1nnc(SCC(=O)Nc2ccc3[nH]c(=O)[nH]c3c2)s1
-5,100,101,0,-5,-2,-1,8.7,17,0,u,CN(CC(=O)Nc1cccc(S(=O)(=O)NC2=NCCCCC2)c1)Cc1ccc(C(C)(C)C)cc1
-13,99,102,0,-12,-5,-6,0.3,271*,2,94,CN(Cc1cc(=O)[nH]c2ccccc12)C(=O)c1ccccc1
5,101,100,2,2,3,-6,-0.4,11,-1,102,Cc1nn(-c2ccccc2)c2c1C(c1ccc(O)c(O)c1)N1C(=N2)C(Nc2ccccc2)=Nc2ccccc21 (stereo not drawn)
-2,100,98,-2,-9,-8,-7,0.6,22,3,108,CCn1c2c(c3cc(Cl)ccc31)CCCC2=O
-2,96,97,-2,-6,-1,-5,0.2,8,0,97,O=C(CNC(=S)N(Cc1ccccc1F)C1CCCCC1)NCCCN1CCOCC1
x,82,92,x,x,u,x,-0.2,74,-2,82,Cc1cccc2cc(C(c3nnnn3Cc3ccccc3)N3CCN(C)CC3)c(=O)[nH]c12 (stereo not drawn)
-7,99,101,-4,-16,-7,-10,-0.2,26,3,101,Cc1cc2nc(-c3cccc(NC(=O)c4ccc(Br)o4)c3)oc2cc1C
x,101,102,x,x,u,x,1.4,58,-4,101,O=C(NCc1ccco1)C(c1ccco1)N(Cc1cccs1)C(=O)Cn1nnc2ccccc21 (stereo not drawn)
-1,92,101,-2,-6,-3,0,0.7,46,4,95,C[C@H](NC(=O)OC(C)(C)C)C(=O)NCC1CCC(C(=O)O)CC1 (stereo partly drawn)
-12,102,101,-5,-24,-12,-13,2.7,39,21,100,Cc1cccc2cc(C(c3nnnn3Cc3ccc4c(c3)OCO4)N3CCCC3)c(=O)[nH]c12 (stereo not drawn)
-2,97,86,0,0,-1,-5,-0.2,8,7,101,Cc1ccc(/C=C2/Sc3ccccc3N(CC(=O)NCCCOC(C)C)C2=O)cc1
-7,102,101,-5,-15,-4,-10,0.1,36,8,101,Cc1onc(-c2c(Cl)cccc2Cl)c1C(=O)Nn1cnnc1
0,97,97,0,-4,-2,-2,0.0,8,2,u,CCOC(=O)C1CCN(C(=O)COC(=O)COc2ccc(Cl)cc2)CC1
-1,99,104,0,-6,-4,-7,1.6,18,2,101,Cc1ccc(C)c(-n2cc(CNCCc3cnccn3)c(-c3ccccc3)n2)c1
-13,102,103,-1,-11,-8,-8,0.5,29,3,105,Cn1c(-c2ccc3c(c2)OCO3)cnc1NC(=O)CCC(=O)NCCc1ccccc1
-7,100,99,-2,-4,-7,-6,1.1,16,12,u,O=C1CC(NCc2ccc(F)cc2)C(=O)N1c1ccccc1 (stereo not drawn)

Of the compounds above, these contain fluorine.
Bim-Bcl-XL,RGS4-Gao reg,RGS8-Gao,Bim-Bcl-W,Bim-Bfl-1,Bcl-2 Bim block,Bim-Bcl-B,ABCB1 inh,GSH bead fluor,ABCG2 inh,RGS7-Gao reg,molecule
-8,102,100,-4,0,-5,-3,8.2,21,24,102,Cc1nn(CCCC(=O)Nc2cc(Oc3ccc(F)cc3)cc([N+](=O)[O-])c2)c(C)c1[N+](=O)[O-]
-6,103,104,-1,-2,-2,-6,0.2,7,1,101,O=C(NCCN1C(=O)S/C(=C\c2ccc(F)cc2)C1=O)C1CCN(S(=O)(=O)c2cccs2)CC1
-2,96,97,-2,-6,-1,-5,0.2,8,0,97,O=C(CNC(=S)N(Cc1ccccc1F)C1CCCCC1)NCCCN1CCOCC1
-7,100,99,-2,-4,-7,-6,1.1,16,12,u,O=C1CC(NCc2ccc(F)cc2)C(=O)N1c1ccccc1 (stereo not drawn)

Next structures.
Bim-Bcl-XL,RGS4-Gao reg,RGS8-Gao,Bim-Bcl-W,Bim-Bfl-1,Bcl-2 Bim block,Bim-Bcl-B,ABCB1 inh,GSH bead fluor,ABCG2 inh,RGS7-Gao reg,molecule
0,101,97,-2,0,3,0,0.6,22,3,101,CC(C)CC1NC(=S)N(C2CCCCC2)C1=O (stereo not drawn)
1,93,102,0,0,1,-1,0.7,21,4,93,CCc1ccccc1NS(=O)(=O)c1ccc(SC)cc1
0,105,102,1,0,0,0,0.6,13,0,103,COc1ccc(/C=N/NC(=O)c2cc(-c3ccc(C)cc3C)nc3ccccc23)cc1COC(C)=O
0,100,99,2,-3,-2,-1,0.9,21,0,99,Cc1c(NC(=O)CN2C(=O)NC3(CCCCC3)C2=O)c(=O)n(-c2ccccc2)n1C
0,103,100,-1,-3,0,3,-0.6,17,-2,103,O=c1cc(-c2c(O)c3ccccc3n(Cc3ccccc3)c2=O)[nH][nH]1
